hIAP activ: human IAP activation. P09923. purified human IAP, CDP-Star luminescence, 30 min; stronger effect = higher value; 1 = vehicle-only enzyme, 0 = enzyme-free background. activation factor at 10 µM. actives 0.16% (n = 330,000). AID 2524;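 active means activation factor of the enzyme at least 2-fold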; further: the source names both 10 and 20 µM as test concentration; values of inactives mirror those of a sister screen read the other way
mIAP activ: increases mouse intestinal alkaline phosphatase activity; muIAP, CDP-Star luminescence, 30 min; stronger effect = higher value; 1 = vehicle-only enzyme signal, 0 = enzyme-free wells; activation factor at 10 µM; actives 0.24% (n = 330,000); AID 2805;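 active means activation factor of at least 2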; further: the source names both 10 and 20 µM as test concentration; values of inactives mirror those of a sister screen read the other way
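System: Mouse IAP enzyme | Also added: CDP-Star substrate | Dosing: Compounds dispensed in DMSO | Schedule: 30 min enzyme-substrate-compound incubation at room temperature | Technique: Chemiluminescence readout | Control set: DMSO-only wells and no-enzyme negative control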
HKDC1 inhibitor: inhibitors of human hexokinase HKDC1. Q2TB90. recombinant HKDC1, G6PDH/diaphorase resazurin coupled fluorescence. inhibition, % at 20 µM. actives 0.16% (n = 340,000). AID 493160;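 active means inhibition above about 35% when tested at 20 µM, limit read from the data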;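 further: plate controls were DMSO wells with enzyme for no effect and DMSO wells lacking enzyme for full effect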
Target sequence (Q2TB90 whole entry, looked up): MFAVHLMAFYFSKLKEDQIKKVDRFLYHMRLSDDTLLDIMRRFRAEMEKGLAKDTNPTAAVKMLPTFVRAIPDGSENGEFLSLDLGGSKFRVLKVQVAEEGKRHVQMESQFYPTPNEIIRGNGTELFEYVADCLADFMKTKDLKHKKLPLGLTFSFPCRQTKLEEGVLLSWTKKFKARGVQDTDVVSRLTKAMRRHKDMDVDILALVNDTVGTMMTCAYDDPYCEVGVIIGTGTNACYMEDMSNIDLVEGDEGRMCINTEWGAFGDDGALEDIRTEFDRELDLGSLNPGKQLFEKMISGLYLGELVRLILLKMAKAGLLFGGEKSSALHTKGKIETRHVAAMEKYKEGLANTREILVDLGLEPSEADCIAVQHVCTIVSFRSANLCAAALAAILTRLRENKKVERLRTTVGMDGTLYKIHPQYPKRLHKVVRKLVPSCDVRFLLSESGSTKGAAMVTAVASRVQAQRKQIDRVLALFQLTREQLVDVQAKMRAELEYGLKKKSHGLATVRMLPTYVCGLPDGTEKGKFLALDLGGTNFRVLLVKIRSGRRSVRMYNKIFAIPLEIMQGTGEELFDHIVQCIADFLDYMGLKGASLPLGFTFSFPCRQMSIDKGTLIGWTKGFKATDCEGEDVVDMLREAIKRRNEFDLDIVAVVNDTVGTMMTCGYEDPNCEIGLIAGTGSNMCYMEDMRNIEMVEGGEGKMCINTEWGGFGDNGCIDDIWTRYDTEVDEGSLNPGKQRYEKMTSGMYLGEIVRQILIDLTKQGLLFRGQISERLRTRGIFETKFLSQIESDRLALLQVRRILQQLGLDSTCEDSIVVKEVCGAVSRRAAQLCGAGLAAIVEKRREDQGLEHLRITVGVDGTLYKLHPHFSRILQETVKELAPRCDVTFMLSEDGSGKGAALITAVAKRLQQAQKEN
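Material: recombinant HKDC1 hexokinase; Amount: HKDC1 at 5 µg/mL; Medium: Tris pH 8.0 buffer with MgCl2, Tween-20, BSA, BME; Schedule: 90 min reaction incubation at room temperature, dark; Technique: coupled resazurin fluorescence, excitation 525 nm, emission 613 nm.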
PfG6PD inh: PfG6PD (Plasmodium falciparum) enzyme inhibition. actives 0.78% (n = 350,000). inhibition, % at 20 µM. AID 504690. PfGluPho enzyme, NADPH resazurin-diaphorase fluorescence;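 active means inhibition reaching at least a set limit at 20 µM in the primary screen, cut at about 59% in these data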;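 further: 0% = DMSO wells with substrate and 100% = DMSO wells lacking glucose-6-phosphate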
hIAP inh: human IAP inhibition; P09923; purified IAP, CDP-Star luminescence, 30 min; inhibition, % at 10 µM; actives 0.12% (n = 330,000); AID 2544;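 active means inhibition reaching a set limit with compound at 10 µM in the primary screen, cut at about 35% in these data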;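 further: plate controls were DMSO wells with enzyme for no effect and no-enzyme buffer wells for full effect; values of inactives mirror those of a sister screen read the other way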
ATG4B inh: inhibitors of human ATG4B cysteine protease. AID 504462. inhibition, % at 8.33 µM. ATG4B cleavage of LC3-PLA2, NBD-HPC fluorescence, 1 h. actives 0.51% (n = 340,000). Q9Y4P1; in the data active means inhibition above about 40%
A3A deaminase: inhibitors of human APOBEC3A DNA deaminase. P31941. recombinant A3A, FAM/TAMRA ssDNA deamination fluorescence. inhibition, % at 20 µM. actives 0.41% (n = 330,000). AID 493011;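 active means at least 40% inhibition at 20 µM here, with at most 30% in a related deaminase screen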;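 further: plate controls were A3A with DMSO for no effect and wells lacking A3A enzyme for full effect; some results filed as inactive read as strong as hits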
Target sequence (P31941 whole entry, looked up): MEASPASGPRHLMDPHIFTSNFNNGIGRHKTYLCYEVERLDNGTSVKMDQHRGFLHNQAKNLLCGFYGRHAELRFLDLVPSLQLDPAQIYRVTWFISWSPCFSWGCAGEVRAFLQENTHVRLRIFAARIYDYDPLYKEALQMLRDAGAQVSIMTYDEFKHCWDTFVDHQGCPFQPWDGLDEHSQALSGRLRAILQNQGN
mIAP inh: blocks mouse intestinal alkaline phosphatase. actives 0.2% (n = 330,000). purified mouse IAP, CDP-Star luminescence, 30 min. inhibition, % at 10 µM. AID 2806;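 active means inhibition of at least 40% at 10 µM in the primary screen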;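 further: plate controls were DMSO with enzyme for no effect and no enzyme wells for full effect; values of inactives mirror those of a sister screen read the other way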
An asterisk follows results filed as active.

hIAP activ	mIAP activ	HKDC1 inhibitor	PfG6PD inh	hIAP inh	ATG4B inh	A3A deaminase	mIAP inh	mol
0.98	0.97	-1	11	2	-6	0	2	COc1ccc(NC(=O)N2CCC(n3nnc4cc(C)ccc43)CC2)cc1
1.1	1	-6	-11	-7	4	-4	0	COc1ccc(S(=O)(=O)NC(C)C(=O)NCc2ccccn2)cc1Cl (stereo not given)
0.89	1	0	-5	11	-3	2	0	CCOC(=O)C(CC)Sc1nnc(COc2ccc(C)cc2)n1-c1ccccc1 (stereo not given)
0.99	0.91	-1	4	0	4	2	9	Cc1nn(Cc2ccc(Cl)cc2)c(C)c1NC(=O)c1cc(-c2ccco2)on1
0.88	0.92	-1	28	12	-3	-2	8	CCOc1ccc2c(c1)-c1c(ssc1=S)C(C)(C)N2C
1.1	1.1	1	20	-6	-6	-2	-14	Cc1nc(-c2ccc(F)cc2)c(CC(=O)NCC(=O)Nc2ccc(F)c(F)c2)s1
1.2	1.1	-4	-8	-23	7	5	-13	CCOc1cc(C(=O)Nc2ncn[nH]2)cc(OCC)c1OCC
1	0.87	-16	0	-4	3	8	13	CC(C)(C)c1ccc(OC(=O)c2ccc3snnc3c2)cc1
0.69	1	-4	10	31	-2	-5	-3	CC(=O)N1CCc2cc(S(=O)(=O)CCC(=O)NCc3ccc(C)o3)ccc21
0.86	0.99	-9	-3	14	-6	-3	0	c1ccc(CN2CCN(Cc3cn4cccnc4n3)CC2)cc1
1.3	0.77	-12	-7	-32	-2	0	23	CCOC(=O)N1CCN(C(=O)C(=O)NNC(=O)COc2ccc(Cl)c(C)c2)CC1
1.2	1	-15	9	-19	-6	2	0	COc1cccc(C(C(=O)NC2CCCCC2)N(C(=O)c2ccccn2)c2cccnc2)c1 (stereo not given)
1.1	0.9	8	-14	-10	6	0	10	Cc1ccnc(NC(=O)CCC(=O)N(CC(=O)NC(C)(C)C)c2ccc3c(c2)OCCO3)c1
0.89	1	4	3	11	4	-3	-1	Cc1occc1-c1nnc(SCC(=O)NC2CCCC2)n1C
1	1.1	-6	3	-2	5	-3	-8	CN(C)C/C=C/C(O)(c1ccccc1)c1ccccc1
1.1	0.99	-12	-6	-12	-3	-2	1	CC(C)c1ccc(S(=O)(=O)N2CCCCC2)cc1
1	0.94	0	2	0	-7	7	6	CCC(C)(C)NC(=O)C(c1ccccc1)N(Cc1cccnc1)C(=O)c1csnn1 (stereo not given)
0.83	0.95	-11	-4	17	2	-3	5	O=C(CC1C(=O)NCCN1Cc1ccc(F)cc1)NCCOc1cccnc1 (stereo not given)
1	0.89	7	-12	-4	-7	1	12	Cc1ccc(S(=O)(=O)N2[C@@H](c3cccc4ccccc34)C(C(=O)O)=C[C@H]2C(C)(C)C)cc1
1	1	-6	-15	-4	1	-2	-2	O=C(Nc1ccccc1)NC1(C(=O)N2CCC(O)CC2)CCCCC1
1.1	0.77	-7	17	-8	-1	-3	24	Cc1nc(SCCO)c([N+](=O)[O-])[nH]1
0.99	1.1	0	16	1	5	1	-12	CC(C)(C)c1ccc(C(=O)NCCOc2ccccc2F)cc1
1	0.86	-4	18	-4	-7	5	14	Cc1cccc(Nc2ncccc2C(=O)NCc2cccs2)c1C
0.63	1.1	-4	6	37*	4	7	-6	COc1cc(/C=N\NS(=O)(=O)c2ccccc2)cc(OC)c1OC
1	1.1	-1	-5	-4	-10	-3	-6	CCCCN(C)CCNC(=O)CN1C(=O)CSc2ccc(S(=O)(=O)N3CCCCC3)cc21
1.1	1.1	-11	-6	-13	-2	-8	-7	CCOC(=O)c1[nH]c(C)c(C(=O)C(C)C)c1C
1	0.97	10	9	-3	-8	0	3	CCCCc1nc2n[nH]c(N)c2c2c1CCCC2
0.96	0.93	-2	-11	4	-2	-1	7	CCOC(=O)C1CCN(c2c(N3CCN(Cc4ccccc4)CC3)c(=O)c2=O)CC1
0.99	0.98	4	9	1	-7	-5	2	O=C(Nc1ccc2nc(-c3ccccn3)[nH]c2c1)C1CCCCC1
1	0.93	-4	8	0	4	9	7	Cc1c(N=Cc2ccc(Cl)o2)c(=O)n(-c2ccccc2)n1C
1.1	0.92	-4	-3	-14	-6	-1	8	COc1cc(/C=C(\C#N)c2nc3ccccc3[nH]2)cc(Br)c1OCc1ccc(F)cc1
1.1	0.98	-1	-10	-11	-2	7	2	O=C(COC(=O)Cc1ccc(S(=O)(=O)N2CCOCC2)s1)NCc1ccc(Cl)cc1
0.9	1.1	-10	1	10	-1	43*	-10	CCc1cccc(C)c1NC(=O)c1cc(=O)[nH]c2ccc(S(=O)(=O)N3CCOCC3)cc12
1.1	0.88	4	12	-12	-5	8	12	COc1ccc(C(O)CNc2ccc(C)cc2)cc1 (stereo not given)
1	0.94	0	-4	-2	6	3	6	CC(C)C[C@@H](NC(=O)C1CCC(CNC(=O)[C@@H]2CCCN2C(=O)OC(C)(C)C)CC1)C(=O)O (stereo not given in full)
0.95	1.3	-1	38	4	4	-2	-29	CCC(C)c1ccc(NC(=O)C2CC3CCC2C3)cc1 (stereo not given)
1.2	1.1	0	-5	-16	6	-2	-11	Cc1cccc(Cn2ccc(NC(=O)c3ccc4c(c3)OCO4)n2)c1
1	0.99	-11	43	-2	-2	-2	1	Cc1ccc(/C=N/n2c(C3CCCCC3)n[nH]c2=S)o1
0.97	1.1	3	-8	3	-7	0	-10	CCC(=O)OCCCCCCOc1ccc(C(=O)O)cc1
1.1	0.92	-8	7	-12	-9	-5	8	Cc1nc(N)sc1C(=O)N/N=C/c1c[nH]c2ccccc12
1.3	0.83	-2	16	-30	6	0	17	CC(C)Oc1cccc(C(=O)NC(=S)Nc2ccccc2N2CCOCC2)c1
0.9	0.61	2	-13	10	5	4	39	O=C(O)C1Sc2[nH]c(=O)sc2C2c3cc(Br)ccc3OC(=O)C12 (stereo not given)
1.1	0.95	-5	12	-9	1	7	5	CN1CCN(C(=S)C(=O)Nc2ccccc2)CC1
0.96	1.1	3	-11	4	-19	2	-8	Cc1ccc(CCNS(=O)(=O)c2ccc3c(c2)NC(=O)C(C)C(=O)N3)cc1 (stereo not given)
1.1	1.1	-5	3	-12	-8	1	-11	O=C(NCCN1CCOCC1)c1ccncc1
1	0.86	-4	7	0	-6	0	14	Brc1cc2c(cc1/C=N/Nc1nc3ccccc3s1)OCO2
2	0.92	-2	-1	-97	-6	-5	8	CCc1cc(C(=O)NNC(=O)c2csc(N3CCOCC3)n2)sc1C
0.92	0.96	-4	4	8	-1	-4	4	CC(C)(C)c1ccc(C2(C)NC(=O)N(CC(=O)NC3CCS(=O)(=O)C3)C2=O)cc1 (stereo not given)
1.1	1	1	-9	-6	1	0	-3	CCc1cccc(NC(=S)N2CCC(c3ccccc3)C2)c1 (stereo not given)
0.82	0.94	-3	-14	18	-3	1	6	O=S(=O)(Nc1cccc(-n2cnnn2)c1)c1cnc(Cl)c(Cl)c1
1	1.1	-6	-3	-4	-2	2	-7	CC(C)[C@H](NC(=O)c1cccc(S(=O)(=O)N2CCOCC2)c1)C(=O)NCc1ccc(F)cc1
1	0.96	-4	-5	-1	-9	-2	4	Cc1ccc(S(=O)(=O)N2CCN(CC(=O)N3CCOCC3)CC2)cc1
0.98	1.1	-2	-13	2	4	-1	-10	CC(C)NC(=O)CN(Cc1ccc2c(c1)OCO2)C(=O)CCC(=O)Nc1ccccn1
0.84	1	0	-18	16	-6	2	-4	O=C(Nc1ccc(NC(=O)C2CCCCC2)nc1)c1ccco1
1	1.1	-2	-2	0	-3	2	-7	O=C(COC(=O)c1ccc(Br)o1)NCC(=O)Nc1ccc(F)cc1
1	1	5	17	-3	-8	4	-4	COc1cc2[nH]c3c(=O)n(CCN(C(C)C)C(C)C)cnc3c2cc1OC
1	0.73	4	-29	-2	40	1	26	O=C1/C(=C/c2ccc(O)c([N+](=O)[O-])c2)SC(=S)N1Cc1ccccc1
1.5	0.98	8	-21	-48	-4	-6	2	N#Cc1c(C(F)(F)F)cc(=O)n2c1[nH]c1ccccc12
0.97	0.98	1	-9	3	-10	0	2	CCOC(=O)c1c(C)[nH]c(C(=O)COC(=O)CN2C(=O)C3CCCCC3C2=O)c1C (stereo not given)
1	1	3	-9	0	-5	11	-3	O=C(COC(=O)c1cc(NS(=O)(=O)c2cccs2)ccc1O)Nc1ccccc1

4 compounds out of the list above, ordered by their value in A3A deaminase, largest number first:
hIAP activ	mIAP activ	HKDC1 inhibitor	PfG6PD inh	hIAP inh	ATG4B inh	A3A deaminase	mIAP inh	mol
0.9	0.61	2	-13	10	5	4	39	O=C(O)C1Sc2[nH]c(=O)sc2C2c3cc(Br)ccc3OC(=O)C12 (stereo not given)
1	0.73	4	-29	-2	40	1	26	O=C1/C(=C/c2ccc(O)c([N+](=O)[O-])c2)SC(=S)N1Cc1ccccc1
1.1	0.92	-4	-3	-14	-6	-1	8	COc1cc(/C=C(\C#N)c2nc3ccccc3[nH]2)cc(Br)c1OCc1ccc(F)cc1
1.2	1.1	0	-5	-16	6	-2	-11	Cc1cccc(Cn2ccc(NC(=O)c3ccc4c(c3)OCO4)n2)c1

Returning to the listing; the 2 compounds before the break are reprinted first.
hIAP activ	mIAP activ	HKDC1 inhibitor	PfG6PD inh	hIAP inh	ATG4B inh	A3A deaminase	mIAP inh	mol
0.97	0.98	1	-9	3	-10	0	2	CCOC(=O)c1c(C)[nH]c(C(=O)COC(=O)CN2C(=O)C3CCCCC3C2=O)c1C (stereo not given)
1	1	3	-9	0	-5	11	-3	O=C(COC(=O)c1cc(NS(=O)(=O)c2cccs2)ccc1O)Nc1ccccc1
1.5	0.96	6	-37	-55	12	0	4	Cc1ccc(NC(=O)C(=O)NNC(=O)c2ccccc2C)cc1Cl
1	0.99	-1	0	0	9	-4	1	CC(C)CN1C(=O)c2ccc(C(=O)Nc3nccs3)cc2C1=O
1.3	1.2	5	8	-32	-7	-6	-20	COC(=O)C1=CN(C(C)c2ccccc2)C=C(C(=O)OC)C1c1cc(OC)c(OC)c(OC)c1 (stereo not given)
0.99	0.93	5	11	1	6	0	7	COc1ccc(C)cc1Nc1n[n+](-c2ccccc2)c(-c2cc(OC)c(OC)cc2Br)s1
1.1	0.98	-2	8	-7	-4	0	2	Clc1cc(-c2ccccc2)nc(-c2ccccc2)n1
0.96	0.9	3	-14	4	7	-3	10	O=C1Cc2ccccc2C(=O)N1c1ccc(F)cc1Cl
0.92	0.9	-10	-11	8	-1	-4	10	CCCS(=O)(=O)C(=C(Nc1ccccc1)Nc1ccccc1)S(=O)(=O)CCC
1.2	0.88	5	-17	-15	13	-5	12	O=C(CCCN1C(=O)S/C(=C/C=C/c2ccccc2)C1=O)Nc1ccc(C(=O)O)cc1
0.8	1	-7	14	20	2	0	-3	CCN1CCc2c(OCC(=O)N3CCC(C)CC3)cccc2C1=O
0.88	0.95	4	-7	12	1	2	5	CN(C)S(=O)(=O)c1ccc(Cl)c(NC(=O)COC(=O)c2cc(-c3ccccc3)nc3ccccc23)c1
1	0.96	2	2	-1	-4	1	4	CN1CCN(c2ccc(NC(=O)c3ccc(-c4ccc(Cl)cc4)o3)cc2)CC1
0.92	0.99	12	24	8	3	-3	1	CC1C(c2ccccc2)N(C)C(c2ccccc2)C(C)C1(O)C#Cc1ccccc1 (stereo not given)
1.1	1.1	-2	-12	-10	5	-3	-13	CC(C(=O)NNS(=O)(=O)c1cccc(C(F)(F)F)c1)n1nnc(N2CCOCC2)n1 (stereo not given)
1	1.1	-7	-4	0	3	-7	-10	C/C(CC(=O)NCc1ccco1)=N\NC(=O)c1ccc(Cl)cc1Cl
1.4	0.89	-7	-9	-41	-5	-1	11	CC1SC(c2cccc(Cl)c2)NC1=O (stereo not given)
0.89	0.9	6	11	11	-3	5	10	COc1cc(/C=C(\C#N)C(=O)Nc2ccc3c(c2)OCCO3)ccc1O
1	1	4	2	-3	4	0	0	Cc1ccc(NC(=O)c2ccc(CSc3ccccn3)cc2)cc1
